Bioassay records from PubChem BioAssay.
TcdB GH inh: TcdB glycohydrolase inhibitors, primary screen, biochemical, single point, plate reader | TcdB glycohydrolase enzymatic assay | inhibition, % at 9.99 µM | 350,000 compounds, 0.24% hits; in the data active means inhibition above about 10%
Numbers without * were called inactive.

CN1c2ccc(-c3ccc(F)cc3)cc2[C@@H]2[C@@H](CCN2C(=O)c2ccccn2)[C@H]1CO
  TcdB GH inh = 1.4
CCCNC(=O)C[C@@H]1CC[C@@H]2[C@H](COC[C@H](O)CN2C(=O)Nc2cccc(Cl)c2)O1
  TcdB GH inh = 2.1
O=C(c1ccncc1)N1C[C@H]2[C@@H](c3ccccc31)[C@@H](CO)N2C(=O)Nc1cccc(F)c1
  TcdB GH inh = -1.7
C[C@H]1CN([C@@H](C)CO)C(=O)c2cccc(NS(=O)(=O)c3cccs3)c2O[C@H]1CN(C)S(=O)(=O)c1ccccc1
  TcdB GH inh = -0.2
CN(C)CC(=O)Nc1ccc2c(c1)[C@H]1C[C@@H](CC(=O)NCc3cccc(F)c3)O[C@H](CO)[C@H]1O2
  TcdB GH inh = -0.1
CC(C)NC(=O)N(C)C[C@H]1Oc2ccc(NC(=O)Cc3cn(C)c4ccccc34)cc2CC(=O)N([C@@H](C)CO)C[C@@H]1C
  TcdB GH inh = 0.5
CO[C@@H]1CN(C)C(=O)c2ccc(NS(=O)(=O)c3ccccc3C)cc2OC[C@H](C)NC[C@H]1C
  TcdB GH inh = -0.2
C[C@@H]1CN([C@H](C)CO)C(=O)c2cc(-c3ccncc3)cnc2O[C@@H]1CN(C)C(=O)c1ccc(F)cc1
  TcdB GH inh = -1.5
CN(C[C@@H]1[C@@H](c2ccccc2)[C@H](CO)N1C(=O)C1CCC1)C(=O)c1ccccn1
  TcdB GH inh = 1.7
O=C(C[C@H]1CC[C@H]2[C@@H](COC[C@@H](O)CN2C(=O)Nc2cc(Cl)cc(Cl)c2)O1)N1CCCCC1
  TcdB GH inh = -1.7
CO[C@H]1CN(C)C(=O)c2ccc(NC(=O)C3CCCC3)cc2OC[C@H](C)N(CC2CC2)C[C@@H]1C
  TcdB GH inh = -2.3
N#Cc1ccc(-c2ccc([C@@H]3[C@@H](CO)N4C(=O)CNC[C@@H]34)cc2)cc1
  TcdB GH inh = 0.3
O=C(c1cnccn1)N1CC(=O)N2[C@H](CO)[C@H](c3ccc(C#CCC4CCCC4)cc3)[C@@H]2C1
  TcdB GH inh = 0.5
COCC(=O)Nc1ccc2c(c1)OC[C@@H](C)N(Cc1cocn1)C[C@@H](C)[C@@H](OC)CN(C)C2=O
  TcdB GH inh = 0.7
O=C(Nc1ccccc1F)N[C@H]1CC[C@@H](CCNC(=O)C2CCC2)O[C@H]1CO
  TcdB GH inh = -0.8

3 entries out of the list, arranged by heavy-atom count, smallest number first.
CN(C[C@@H]1[C@@H](c2ccccc2)[C@H](CO)N1C(=O)C1CCC1)C(=O)c1ccccn1
  TcdB GH inh = 1.7
COCC(=O)Nc1ccc2c(c1)OC[C@@H](C)N(Cc1cocn1)C[C@@H](C)[C@@H](OC)CN(C)C2=O
  TcdB GH inh = 0.7
C[C@@H]1CN([C@H](C)CO)C(=O)c2cc(-c3ccncc3)cnc2O[C@@H]1CN(C)C(=O)c1ccc(F)cc1
  TcdB GH inh = -1.5

(further entries)
C[C@@H]1CN([C@@H](C)CO)S(=O)(=O)c2ccc(C#Cc3cccc(F)c3)cc2O[C@@H]1CN(C)S(=O)(=O)c1ccccc1F
  TcdB GH inh = 0.2
CC(C)NC(=O)N[C@H]1CC[C@@H](CCNC(=O)C2CCC2)O[C@H]1CO
  TcdB GH inh = 0.6
C[C@@H]1CN([C@H](C)CO)C(=O)c2cc(NS(=O)(=O)c3ccc(F)cc3)ccc2O[C@@H](C)CCCCO[C@@H]1CN(C)Cc1ccncc1
  TcdB GH inh = -0.2
Cc1ccc(S(=O)(=O)NCC[C@H]2CC[C@@H](NC(=O)c3cnccn3)[C@@H](CO)O2)cc1
  TcdB GH inh = -1.5
CCCNC(=O)C[C@H]1C[C@H]2c3cc(NC(=O)CC4CC4)ccc3O[C@H]2[C@@H](CO)O1
  TcdB GH inh = 0.8
O=C(c1cc2c(c(-c3cccc(Br)c3)n1)[C@H](CCO)NC2)N1CCCCC1
  TcdB GH inh = -0.5
C[C@H]1CN([C@@H](C)CO)C(=O)Cc2cc(NC(=O)Nc3ccccc3)ccc2O[C@H]1CN(C)Cc1ccc2c(c1)OCO2
  TcdB GH inh = 0.4
COCC(=O)Nc1ccc2c(c1)OC[C@H](C)N(C(=O)Cc1ccccn1)C[C@@H](C)[C@@H](OC)CN(C)C2=O
  TcdB GH inh = -1.2
CO[C@@H]1CN(C)C(=O)c2cc(NS(=O)(=O)c3ccccc3C)ccc2OC[C@H](C)N(S(C)(=O)=O)C[C@H]1C
  TcdB GH inh = 1.0
C[C@@H]1CN([C@H](C)CO)C(=O)c2cc(NC(=O)NC3CCCCC3)ccc2O[C@@H](C)CCCCO[C@H]1CN(C)Cc1ccc2c(c1)OCO2
  TcdB GH inh = 0.8
C[C@@H]1CN([C@H](C)CO)C(=O)c2cc(-c3cccnc3)cnc2O[C@@H]1CN(C)C(=O)C1CC1
  TcdB GH inh = -0.1
CN(C)C(=O)c1cccc(-c2ccc3c(c2)[C@@H]2[C@@H](CCN2C(=O)C2CCC2)[C@@H](CO)N3)c1
  TcdB GH inh = 1.1
O=C(c1ccc(F)cc1)N1CCCCN2[C@H](CO)[C@H](c3ccc(C#CC4(O)CCCC4)cc3)[C@H]2C1
  TcdB GH inh = 0.5
O=C(c1ccccn1)N1CC[C@@H]2[C@H](CO)Nc3ccc(-c4ccccc4)cc3[C@@H]21
  TcdB GH inh = 0.4
COc1ccccc1NC(=O)N[C@H]1C=C[C@H](CC(=O)N[C@H](C)c2ccccc2)O[C@H]1CO
  TcdB GH inh = 0.1

COc1ccc(CN2CC3(CN(C(=O)c4ccccc4)C3)c3c([nH]c4cc(OC)ccc34)[C@H]2CO)cc1
  TcdB GH inh = -1.6
CO[C@H]1CN(C)C(=O)c2cc(NC(=O)C3CCC3)ccc2OC[C@H](C)N(C(=O)CN(C)C)C[C@H]1C
  TcdB GH inh = 1.6
CN(C)CCCNC(=O)C[C@@H]1CC[C@H](NS(=O)(=O)c2ccc(F)cc2)[C@H](CO)O1
  TcdB GH inh = 1.0
COc1ccc(S(=O)(=O)Nc2ccc3c(c2)CC(=O)N([C@H](C)CO)C[C@H](C)[C@H](CN(C)CC2CC2)O3)cc1
  TcdB GH inh = 1.7
O=C(Nc1ccc(C(F)(F)F)cc1)N[C@H]1CC[C@@H](CCNC(=O)c2ccccc2F)O[C@H]1CO
  TcdB GH inh = -2.1
CN1C(=O)c2cc(NC(=O)c3cnccn3)ccc2OC[C@@H]2O[C@@H](CC(=O)NCC3CC3)CC[C@H]21
  TcdB GH inh = -0.3
O=C(NC1CCCC1)[C@H]1[C@H](CO)[C@H]2Cn3c(ccc(C4=CCCC4)c3=O)[C@@H]1N2CC1CC1
  TcdB GH inh = 0.0
COc1cccc(-c2ccc3c(c2)O[C@H](CN(C)C(=O)C2CC2)[C@@H](C)CN([C@@H](C)CO)S3(=O)=O)c1
  TcdB GH inh = 0.4
C[C@@H]1CN([C@@H](C)CO)S(=O)(=O)c2ccc(C#Cc3ccc(F)cc3)cc2O[C@@H]1CN(C)S(=O)(=O)c1ccc(F)cc1
  TcdB GH inh = -0.5
CO[C@@H]1CN(C)C(=O)c2cc(NC(=O)C3CC3)ccc2OC[C@@H](C)N(Cc2cc(F)ccc2F)C[C@H]1C
  TcdB GH inh = 0.7
CCCC#Cc1ccc([C@H]2[C@H](CO)N3CCCCN(CC4CCOCC4)C[C@@H]23)cc1
  TcdB GH inh = -10
C[C@H]1CN([C@@H](C)CO)C(=O)c2cc(C#CCN(C)C)cnc2O[C@@H]1CN(C)S(=O)(=O)c1ccccc1
  TcdB GH inh = -0.2
C[C@@H]1CN([C@H](C)CO)C(=O)Cc2cc(NS(=O)(=O)c3cccs3)ccc2O[C@H]1CN(C)C(=O)Nc1ccc(C(F)(F)F)cc1
  TcdB GH inh = 0.1
CCNC(=O)[C@@H]1[C@@H](CO)[C@@H]2Cn3c(ccc(-c4ccncc4)c3=O)[C@@H]2N1Cc1ccc2c(c1)OCO2
  TcdB GH inh = -3.7
COc1ccc(S(=O)(=O)Nc2ccc3c(c2)CC(=O)N([C@H](C)CO)C[C@@H](C)[C@H](CN(C)C(=O)NC(C)C)O3)cc1
  TcdB GH inh = -1.3

COc1ccc2c3c([nH]c2c1)[C@@H](CO)N(C(=O)Cc1ccccc1)CC31CCN(C)CC1
  TcdB GH inh = 0.2
CC(C)NC(=O)N(C)C[C@H]1OCCCC[C@H](C)Oc2ccc(N(C)C)cc2C(=O)N([C@@H](C)CO)C[C@@H]1C
  TcdB GH inh = -9.2
C[C@H]1CN([C@@H](C)CO)C(=O)c2cc(NC(=O)Nc3cccc4ccccc34)ccc2O[C@H]1CN(C)Cc1ccc2c(c1)OCO2
  TcdB GH inh = 0.2
CC=Cc1ccc2n(c1=O)C[C@H]1[C@H](CO)[C@@H](C(=O)NC3CCC3)N(CCC)[C@@H]21 (mixture of isomers)
  TcdB GH inh = 0.2
C[C@H](CO)N1C[C@H](C)[C@H](CN(C)Cc2ccc(Oc3ccccc3)cc2)Oc2c(NC(=O)c3nc4ccccc4s3)cccc2C1=O
  TcdB GH inh = 0.6
COc1ccc(NC(=O)N(C)C[C@@H]2OCCCC[C@H](C)Oc3ccc(NC(=O)C4CCCCC4)cc3C(=O)N([C@@H](C)CO)C[C@@H]2C)cc1
  TcdB GH inh = 0.8
Cc1cccc(S(=O)(=O)N2CCCCN3[C@H](CO)[C@H](c4ccc(-c5cccnc5)cc4)[C@H]3C2)c1
  TcdB GH inh = 0.8
C[C@@H]1CN([C@H](C)CO)C(=O)c2cc(NC(=O)C3CCCCC3)ccc2O[C@@H](C)CCCCO[C@@H]1CN(C)CC1CCCCC1
  TcdB GH inh = -2.4
C[C@@H]1CCCCO[C@H](CN(C)C(=O)c2ccccc2)[C@H](C)CN([C@H](C)CO)C(=O)c2cc(NS(=O)(=O)c3cn(C)cn3)ccc2O1
  TcdB GH inh = 1.6
COc1ccc2c3c([nH]c2c1)[C@@H](CO)N(S(C)(=O)=O)CC31CN(C(=O)c2ccncc2)C1
  TcdB GH inh = 0.6
COc1ccc2c3c(n(C)c2c1)[C@H](CO)N(C(=O)C1CC1)CC31CCN(Cc2cccc(F)c2)CC1
  TcdB GH inh = 1.3
C[C@@H]1CN([C@@H](C)CO)C(=O)c2cccc(NC(=O)C3CCCCC3)c2O[C@H]1CN(C)C(=O)Nc1ccccc1
  TcdB GH inh = -1.0
C[C@@H]1CN([C@H](C)CO)C(=O)Cc2cc(NC(=O)C3CC3)ccc2O[C@@H]1CN(C)CC1CC1
  TcdB GH inh = 2.6
Cc1noc(C)c1NC(=O)Nc1ccc2c(c1)CC(=O)N([C@@H](C)CO)C[C@H](C)[C@H](CN(C)C(=O)Nc1ccc(C(F)(F)F)cc1)O2
  TcdB GH inh = 1.7
C[C@@H]1CN([C@@H](C)CO)C(=O)c2cccc(NC(=O)Nc3ccccc3)c2O[C@H]1CN(C)Cc1ccc(Cl)c(Cl)c1
  TcdB GH inh = -1.2

C[C@@H]1CN([C@H](C)CO)S(=O)(=O)c2ccc(C#CC(C)(C)O)cc2O[C@H]1CN(C)C(=O)CC1CC1
  TcdB GH inh = 0.4
O=C(Nc1ccc(-c2ccccc2)cc1)[C@@H]1[C@@H](CO)[C@@H]2Cn3c(cccc3=O)[C@H]1N2Cc1ccncc1
  TcdB GH inh = 1.1
O=S(=O)(c1ccc(F)cc1)N1CCCCN2[C@H](C1)[C@H](c1ccc(C3=CCCCC3)cc1)[C@@H]2CO
  TcdB GH inh = -0.9
CCCNC(=O)N[C@@H]1C=C[C@@H](CC(=O)NC2CCC2)O[C@H]1CO
  TcdB GH inh = 0.0
C[C@H](CO)N1C[C@H](C)[C@H](CN(C)C(=O)Nc2ccc(F)cc2)Oc2ccc(NS(=O)(=O)c3ccc(Cl)cc3)cc2CC1=O
  TcdB GH inh = 0.3
CNC[C@@H]1Oc2ccc(NS(=O)(=O)c3cccs3)cc2CC(=O)N([C@@H](C)CO)C[C@H]1C
  TcdB GH inh = -9.7
O=C(c1ccc(F)cc1)N1CC(=O)N2[C@H](CO)[C@@H](c3ccc(-c4ccccc4F)cc3)[C@H]2C1
  TcdB GH inh = -0.5
C[C@H](CO)N1C[C@H](C)[C@H](CN(C)Cc2ccccn2)Oc2ncc(C#CCc3ccccc3)cc2C1=O
  TcdB GH inh = -1.4
C[C@@H]1CN([C@H](C)CO)C(=O)c2cccc(NC(=O)C3CC3)c2O[C@@H]1CN(C)Cc1ccc(C(=O)O)cc1
  TcdB GH inh = -3.0
O=C([C@H]1[C@H](CO)[C@H]2Cn3c(ccc(C4=CCCC4)c3=O)[C@@H]1N2C(=O)c1ccccc1)N1CCOCC1
  TcdB GH inh = -0.3
COCC(=O)N(C)C[C@H]1Oc2ncc(Br)cc2C(=O)N([C@H](C)CO)C[C@H]1C
  TcdB GH inh = -1.8
O=C(CCN1CCCCC1)N[C@@H]1CC[C@@H](CCn2cc(-c3ccccc3)nn2)O[C@@H]1CO
  TcdB GH inh = -1.0
C[C@H](CO)N1C[C@H](C)[C@H](CN(C)Cc2ccc3c(c2)OCO3)Oc2ccc(NS(=O)(=O)c3ccc(Cl)cc3)cc2C1=O
  TcdB GH inh = -0.1
Cc1ccccc1CN(C)C[C@@H]1OCc2cn(nn2)CCCC(=O)N([C@@H](C)CO)C[C@H]1C
  TcdB GH inh = 0.2
C[C@H](CO)N1C[C@H](C)[C@H](CN(C)S(=O)(=O)c2ccc(F)cc2)Oc2cc(C#Cc3ccc(F)cc3)ccc2S1(=O)=O
  TcdB GH inh = 0.0

COc1cccc(-c2ccc3c(c2)[C@@H]2[C@@H](CCN2C(=O)CN(C)C)[C@H](CO)N3C)c1
  TcdB GH inh = 9.5
O=C(Cc1ccncc1)NCC[C@H]1CC[C@@H](NC(=O)Nc2ccc(F)cc2)[C@@H](CO)O1
  TcdB GH inh = -1.4
CNC[C@@H]1Oc2ncc(-c3ccc(C)cc3)cc2C(=O)N([C@@H](C)CO)C[C@@H]1C
  TcdB GH inh = 3.3
COCC#Cc1ccc2c(c1)O[C@H](CN(C)C(=O)C1CC1)[C@@H](C)CN([C@H](C)CO)S2(=O)=O
  TcdB GH inh = -1.0
CN(C)CC(=O)Nc1ccc2c(c1)[C@H]1C[C@H](CC(=O)NC3CCCCC3)O[C@H](CO)[C@H]1O2
  TcdB GH inh = -0.5
C[C@H]1CN([C@@H](C)CO)C(=O)c2cccc(NC(=O)c3cnccn3)c2O[C@@H]1CN(C)Cc1ccc(Oc2ccccc2)cc1
  TcdB GH inh = -0.5
Cc1noc(C)c1S(=O)(=O)N(C)C[C@H]1Oc2c(NS(=O)(=O)c3cn(C)cn3)cccc2C(=O)N([C@H](C)CO)C[C@H]1C
  TcdB GH inh = 0.0

Some of the compounds tested, so the mix of outcomes need not match the whole.
